Screening data (PubChem)
14-3-3g Raf = 14-3-3 gamma protein interaction modulation; P61981; FP, 14-3-3gamma / TMR-pS259-Raf peptide binding; inhibition, % at 40 µM; hit rate 0.19% among 160,000; AID 422; in the data active means inhibition above about 30%;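 further: 0% = protein plus tracer without compound and 100% = blank with tracer alone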
Target sequence (P61981 whole entry, looked up): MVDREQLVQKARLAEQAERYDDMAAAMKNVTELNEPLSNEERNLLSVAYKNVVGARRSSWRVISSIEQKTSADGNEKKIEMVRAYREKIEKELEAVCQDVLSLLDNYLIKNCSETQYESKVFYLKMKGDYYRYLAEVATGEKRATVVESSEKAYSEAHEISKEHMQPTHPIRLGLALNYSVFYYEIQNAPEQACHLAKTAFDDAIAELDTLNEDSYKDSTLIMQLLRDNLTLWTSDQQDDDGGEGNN
An asterisk follows results filed as active; & = joins results of further samples. Some of the compounds tested; rates above refer to the full screens.

| structure | 14-3-3g Raf |
| --- | --- |
| O=C(Nc1ccc2c3c1C1C=CCC1CN3CC1CC=CC21)c1ccccc1 (configuration not stated) | -130 |
| Cc1ccc(CCNC(=O)CN2C(=O)CSc3ccc(S(=O)(=O)N(C)C4CCCCC4)cc32)cc1 | -17 |
| O=C(COc1ccc(S(=O)(=O)N2CCCC2)cc1Cl)Nc1ccc2c(c1)OCO2 | 2 |
| CCCSc1nnc2n(C)c(=O)c3c4c(sc3n12)CCC4 | -2 |
| Cc1sc2ncn(CC(=O)Nc3ccc(C(C)C)cc3)c(=O)c2c1S(=O)(=O)N1CC(C)CC(C)C1 (configuration not stated) | -22 |
| CCCC(=O)Nc1c2c(nn1-c1ccc(Cl)cc1)CS(=O)(=O)C2 | 1 |
| Cc1ccc(C(=O)Nc2nc(C34CC5CC(CC(C5)C3)C4)cs2)cc1 | -14 |
| CCC(C)OC(=O)C1=C(C)NC(=O)NC1c1ccc(O)c(OC)c1 (configuration not stated) | -13 |
| Cn1c2ccccc2c2c(C(=O)NCCCN3CCc4ccccc4C3)cn(C3CCCC3)c(=O)c21 | 0 |
| C/C=C/Cn1c(SCc2ccc(C)cc2)nc2c1c(=O)[nH]c(=O)n2C | -3 |
| COc1cccc(NC(=O)CSc2nnc(C)s2)c1 | -1 |
| Nc1nnc(SCc2ccc(F)cc2)s1 | -7 |
| Cn1c(=O)c2c(nc(CN3CCN(c4cccc(Cl)c4)CC3)n2CCc2ccccc2)n(C)c1=O | -9 |
| Cc1ccc(-c2nc(S(=O)(=O)c3ccccc3)c(SCC(=O)NCC3CCCO3)o2)cc1 (configuration not stated) | -23 |
| O=[N+]([O-])c1cccc(-c2nc(=S)c3c(n2CCN2CCNCC2)CCCC3)c1 | -1 |
| Cc1nc2nc(SCC(=O)Nc3cccc(Cl)c3)nn2c(C)c1Cc1ccccc1 | -8 |
| COc1ccc2cc(C(=O)Nc3ccc(C)cc3)c(=N)oc2c1 | -32 |
| CC1=C(C(=O)Nc2ccc(C)cc2C)C(c2ccc(Cl)cc2)NC(=S)N1 (configuration not stated) | 2 |
| CCOC(=O)c1c(OCC)[nH]c2c1cc(O)c1ccccc12 | -6 |
| COC(=O)c1cc(OC)c(OC)cc1NC(=O)c1ccccc1 | -6 |
| O=C1C2C3C=CC(C3)C2C(=O)N1c1ccccc1O (configuration not stated) | -5 |
| Cc1ccc2oc(-c3ccc(NC(=O)c4ccc5c(c4)OCCO5)cc3O)nc2c1 | -63 |
| CC(=O)N=C1SCCN1CC(=O)c1cccc(C(F)(F)F)c1 | 3 |
| Cc1cc(C)c(C)c(S(=O)(=O)Nc2ccc(O)cc2)c1C | -8 |
| COc1cc2c(cc1OC)C(C(=O)N1CCN(c3cc(Cl)ccc3C)CC1)C1c3ccccc3CCN1C2=O (configuration not stated) | 7 |
| CCOc1ccc(C(=O)Nc2cc(-c3nc4ccccc4s3)ccc2C)cc1 | -6 |
| CCSc1nc2c(c(=O)n1CC)C(C)(C1CCCCC1)Cc1ccccc1-2 (configuration not stated) | -1 |
| COC(=O)C1=C(C)NC(=O)NC1c1cc(Br)ccc1OC (configuration not stated) | -3 |
| COc1ccc(C(O)CNc2ccc(C)cc2)cc1 (configuration not stated) | -8 |
| Cc1ccc(Cl)cc1NC(=O)c1ccc([N+](=O)[O-])o1 | -1 |
| Cc1c(C(=O)Nc2cccc(C(F)(F)F)c2)sc2ncnc(N3CCC(C)CC3)c12 | 6 |
| NCCc1nnc(SCc2ccc(F)cc2)o1 | -4 |

Next part, starting with the last five of the part before.
| structure | 14-3-3g Raf |
| --- | --- |
| COC(=O)C1=C(C)NC(=O)NC1c1cc(Br)ccc1OC (configuration not stated) | -3 |
| COc1ccc(C(O)CNc2ccc(C)cc2)cc1 (configuration not stated) | -8 |
| Cc1ccc(Cl)cc1NC(=O)c1ccc([N+](=O)[O-])o1 | -1 |
| Cc1c(C(=O)Nc2cccc(C(F)(F)F)c2)sc2ncnc(N3CCC(C)CC3)c12 | 6 |
| NCCc1nnc(SCc2ccc(F)cc2)o1 | -4 |
| CSc1cccc(NC(=O)CSc2cc(=O)n(C)c3ccccc23)c1 | 2 |
| COc1ccc([N+](=O)[O-])cc1NC(=O)CCN1CCCCC1 | 8 |
| Cc1ccc2c(c1)C(O)(CC(=O)c1ccc(Br)cc1)C(=O)N2 (configuration not stated) | -1 |
| O=C(NCC1CCCO1)c1ccc2c(c1)ncn2-c1cccc(F)c1 (configuration not stated) | 5 |
| Clc1ccccc1C1Nc2ccc3ccccc3c2C2C=CCC21 (configuration not stated) | -82 |
| CCc1nnc(NC(=O)CCN2C(=O)c3ccccc3S2(=O)=O)s1 | -6 |
| COC(=O)c1ccc(NC(=O)CSc2nnc(N)s2)cc1 | -8 |
| Cc1cc(NC(=O)Cc2cn3ccsc3n2)n(-c2ccccc2)n1 | -1 |
| COc1ccc(-n2cc(C(=O)Nc3ccccc3F)c3ccccc3c2=O)cc1 | -8 |
| CC1=CC(C)(C)N(S(=O)(=O)c2ccc(Br)cc2)c2ccc(C)cc21 | -6 |
| CCCCOC(=O)c1c(N)n(-c2ccc(OC)cc2OC)c2nc3ccccc3nc12 | 1 |
| Cc1ccc(C)c(Nc2nc(-c3ccccc3O)nc3ccccc23)c1 | -2 |
| CCOc1ccccc1NC(=O)c1ccccc1-c1nc(-c2ccccc2OC)no1 | 7 |
| CN1CCC(N(C)C(=O)COc2ccccc2-c2ccccc2)CC1 | -7 |
| CC(C)(C)N1C(=O)c2ccc(C(=O)NCc3ccco3)cc2C1=O | 4 |
| COc1cc2c(cc1OC)C(C)N(C(=O)c1cccc([N+](=O)[O-])c1)CC2 (configuration not stated) | 1 |
| Cc1nn(-c2ccccc2)c(OC(=O)c2cccs2)c1Sc1ccccc1 | -1 |
| CN(C)c1nc(N)nc(CSc2nnnn2-c2cccc3ccccc23)n1 | 0 |
| CC1Cc2ccccc2N1C(=O)COC(=O)Cn1cnc2ccccc2c1=O (configuration not stated) | -1 |
| CCOC(=O)c1ccccc1NC(=O)c1cc(OC)cc(OC)c1 | -5 |
| CCOC(=O)c1nnn(-c2nonc2OC)c1-c1ccccc1 | 7 |
| CCCN1C(=O)C(O)(CC(=O)c2ccccn2)c2ccccc21 (configuration not stated) | -2 |
| CC1CCCC(NC(=O)CCCn2c(=S)[nH]c3ccsc3c2=O)C1C (configuration not stated) | -13 |
| COC(=O)Cn1c(CN2CCN(c3ccccc3F)CC2)nc2c1c(=O)n(C)c(=O)n2C | 1 |
| COc1ccc2cc3cc(C(=O)N4CCC(N5CCCCC5)CC4)oc3nc2c1 | 46* |
| CCCc1[nH][nH]c(=O)c1C(c1cccc(Cl)c1)C(C#N)C#N (configuration not stated) | -4 |
| COc1ccc(-c2nc(-c3cccs3)[nH]c2-c2ccc(OC)cc2)cc1 | -10 |
| O=S(=O)(Nc1cnc2ccccc2c1)N1CCCCCC1 | -31 |
| COc1cccc2cc(C(=O)Nc3ccccc3I)c(=O)oc12 | -5 |
| Cc1cc(C)c2c(n1)nn1c(-n3ccnc3)cc(C)nc21 | -6 |
| O=C1NCCCC1C(=O)N1CCCCC1 (configuration not stated) | -4 |
| CCc1nnc(NC(=O)c2cccc([N+](=O)[O-])c2C)s1 | -1 |
| CCC(C)N1C(=O)CN(C2CCCCCC2)C(=O)C1c1ccc(Cl)cc1 (configuration not stated) | -4 |
| O=C(O)c1cc(S(=O)(=O)Nc2ccc3oc(=O)sc3c2)ccc1O | -6 |
| CCS(=O)(=O)Nc1ccc(C2=NN(S(C)(=O)=O)C(c3ccccc3)C2)cc1 (configuration not stated) | -245 |
| CC(=O)Nc1ncc2c(n1)CC(c1cccs1)CC2=O (configuration not stated) | -3 |
| O=C(CN1CCN(c2ccccn2)CC1)Nc1ccc2c(c1)OCO2 | 7 |
| CCOC(=O)N1CCC(N(C(=O)Nc2ccccc2)C(C)CC)CC1 (configuration not stated) | -4 |
| Nc1nc(-c2ccccc2)c(C(=O)c2ccccc2)s1 | 4 |
| Cc1ccc(SCC(=O)NCc2ccco2)cc1 | 4 |
| Cc1ccc(S(=O)(=O)N2CCN(c3nc4ccccc4nc3-n3nc(C)cc3C)CC2)cc1 | -2 |
| Cc1ccccc1C(=O)OC(C)CN1CCN(C)CC1 (configuration not stated) | 2 |
| O=c1nc2sc3[nH]c(=O)sc3cc-2s1 | 150* |
| NC1=NC(=O)CC(C(=O)Nc2ccc(-c3ccccc3)cc2)S1 (configuration not stated) | -10 |
| COc1ccc(C(=O)Oc2c(S(=O)(=O)c3ccccc3)c(C)nn2-c2ccc(C)cc2C)cc1 | 3 |
| O=C(NCc1nnc(SCC(=O)N2CCN(c3ccccc3)CC2)o1)c1ccco1 | -3 |
| COc1ccc(OC)c(C2C(C(=O)OCC(C)C)=C(C)NC3=C2C(=O)CC(c2cccs2)C3)c1 (configuration not stated) | -9 |
| N#C/C(=C\c1ccc(O)c(O)c1)S(=O)(=O)c1ccccc1 | -9 |
| COc1ccccc1N1CCN(C(=O)c2cn(C3CCCCC3)c(=O)c3c2c2ccccc2n3C)CC1 | 0 |
| O=C1CN(C(=O)c2ccc(Br)o2)C(c2ccccc2)c2cc(Cl)ccc2N1 (configuration not stated) | 0 |
| O=c1cc(-c2ccccc2)sc2c1ccc1ccccc12 | -24 |
| CC(C)CC1(C(=O)O)NC(c2cc(Br)ccc2O)C2C(=O)N(c3cccc(Cl)c3)C(=O)C21 (configuration not stated) | 0 |
| COc1ccc(C)cc1NC(=O)C(NS(=O)(=O)c1cccs1)c1ccccc1 (configuration not stated) | -52 |
| COc1cc(CNc2ncn[nH]2)cc(Br)c1OC | -12 |
| O=C(c1ccc(N2CCCC2=O)cc1)N1CCN(c2ccccc2F)CC1 | 1 |
| O=C(O)c1cc(N2C(=O)C3C4C=CC(C4)C3C2=O)ccc1NCc1cccnc1 (configuration not stated) | -3 |

Later entries:
| structure | 14-3-3g Raf |
| --- | --- |
| COc1ccc(-c2cnnn2-c2ccc(NC(=O)c3ccc(S(=O)(=O)N4CCCC4)cc3)cc2)cc1 | -12 |
| CCOC(=O)C1CCN(C(=O)N2CCOCC2)CC1 | 9 |
| CC(C)c1ccc(C2NC(=O)NC(O)(C(F)(F)F)C2C(=O)c2ccc(Cl)cc2)cc1 (configuration not stated) | 5 |
| O=C1CCC(=O)N1c1ccc(NCc2ccc(Cl)cc2)c([N+](=O)[O-])c1 | -13 |
| CCCCCCNc1c(C(=O)OCC)c(=O)[nH]c2ccccc12 | 3 |
| Cc1cccc(NC(=O)CSc2cn(Cc3ccc(Cl)cc3)c3ccccc23)c1 | -7 |
| CCOC(=O)c1[nH]c2cc(OC)c(OC)cc2c1NC(=O)CN1CCN(C)CC1 | -5 |
| CCOC(=O)C1CCN(C(=O)c2cc3cc4ccc(C)cc4nc3o2)CC1 | 5 |
| O=C(c1ccccc1F)N1CCN(c2ccc([N+](=O)[O-])cc2Cl)CC1 | -12 |
| COc1ccc(C(=O)Nc2ncn[nH]2)cc1OC | 0 |
| c1ccc2c(c1)OCCOCCOc1ccccc1OCCO2 | 2 |
| CCOC(=O)N1CCN(c2c(NCc3cccs3)c(=O)c2=O)CC1 | -6 |
| CS(=O)(=O)Nc1ccccc1C(=O)Nc1ccc2c(c1)OCCO2 | -6 |
| O=C(Nc1ccccn1)[C@@H]1CCC(=O)N1C(=O)OCc1ccccc1 | -8 |
| COc1ccc(C(=O)Nc2cc(-c3nc4cc(C)cc(C)c4o3)ccc2C)cc1[N+](=O)[O-] | -22 |
| O=C(Nc1ccc(S(=O)(=O)Nc2ncccn2)cc1)C1CCCCC1 | -6 |
| CCOc1ccc(C2/C(=C(\O)c3ccc(Cl)cc3)C(=O)C(=O)N2CCO)cc1 (configuration not stated) | 5 |
| Cc1cc(SCC(=O)Nc2cccc(C(F)(F)F)c2)nc2ccccc12 | 3 |
| O=C(CN1CCN(Cc2ccc(F)cc2)C1=O)NCCc1ccccc1 | -15 |
| COc1cc(NS(=O)(=O)c2ccc(OC)c(OC)c2)cc(OC)c1 | -8&-10 |
| O=C(CCC(=O)N1N=C(c2ccc(Br)cc2)CC1c1ccc(Br)cc1)Nc1ccccc1 (configuration not stated) | 3 |
| O=C(Nc1ccc(Cc2ccc(NC(=O)N3CCOCC3)cc2)cc1)N1CCOCC1 | 1 |
| CCCNC(=O)CN(C)C(=O)c1n[nH]c2ccccc12 | 0 |
| COc1ccc(CCNC(=O)C(=O)Nc2ccccc2OC)cc1 | 1 |

Fetched one by one from above:
| structure | 14-3-3g Raf |
| --- | --- |
| Cc1cc(SCC(=O)Nc2cccc(C(F)(F)F)c2)nc2ccccc12 | 3 |
| CCOc1ccc(C2/C(=C(\O)c3ccc(Cl)cc3)C(=O)C(=O)N2CCO)cc1 (configuration not stated) | 5 |
| CCCNC(=O)CN(C)C(=O)c1n[nH]c2ccccc12 | 0 |
| O=C(Nc1ccc(Cc2ccc(NC(=O)N3CCOCC3)cc2)cc1)N1CCOCC1 | 1 |
| O=C(CCC(=O)N1N=C(c2ccc(Br)cc2)CC1c1ccc(Br)cc1)Nc1ccccc1 (configuration not stated) | 3 |

(more compounds)
| structure | 14-3-3g Raf |
| --- | --- |
| CN(C)CCNC(=O)c1ccc(COCC(F)(F)F)cc1 | -16 |
| CC(=O)C1=C(O)C(=O)N(CCCN2CCOCC2)C1c1ccc(Cl)cc1 (configuration not stated) | -4 |
| COC(=O)c1cc(NC(=O)Cn2c(=O)cnc3ccccc32)cc(C(=O)OC)c1 | -2 |
| COCC(=O)Nc1cc(OC)ccc1OC | 0 |
| CN(Cc1ccccc1)c1nc2c(c(=O)[nH]c(=O)n2C)n1CCCc1ccccc1 | -3 |
| COc1cc(Cl)c(C)cc1NC(=O)C1CCN(S(=O)(=O)c2cccnc2)CC1 | -59 |
| Cc1ccc(Nc2c(-c3ccc(N(C)C)cc3)nc3cccc(C)n23)cc1 | -16 |
| CC1=C(C(=O)OC2CCCC2)C(c2ccccc2I)C2=C(CC(C)(C)CC2=O)N1 (configuration not stated) | -9 |
| CC(C)CNS(=O)(=O)c1ccccc1C(=O)N1CCCCC1 | -6 |
| O=c1c2cc3c(cc2[nH]c(=S)n1CCN1CCCC1)OCO3 | -25 |
| Brc1ccc(-c2nn3c(-c4ccccn4)nnc3s2)o1 | -2 |
| N#Cc1nc(COc2ccccc2)oc1NCCCn1ccnc1 | -10 |
| COC(=O)c1c(-c2ccc(Cl)cc2)csc1NC(=O)C1c2ccccc2Oc2ccccc21 | -2 |
| O=C1c2cccnc2C(O)N1Cc1ccccc1 (configuration not stated) | 0 |
| COC(=O)C1=C(C)Nc2ncnn2C1c1ccc(C)o1 (configuration not stated) | 1 |
